FLuc modulator – firefly luciferase modulation, counter-screen for miR-21 project. P08659. purified FLuc, Km substrates, luminescence inhibition. 360,000 tested, 6.9% active. Potency, µM (top dose mostly 57.5 µM), for the others: at the top dose activity change, negative = inhibition, hits mostly inhibitors;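 also: plate controls were vehicle for no effect and reference inhibitor for full effect; nearly all actives have a fitted effect of over 55% in size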
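Biochemical qHTS of compounds, final roughly 60 µM downward over six points, against 10 nM purified firefly luciferase using Km concentrations of substrates (10 uM D-luciferin, 10 uM ATP) in Tris acetate pH 7.5 buffer; luminescence output.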
uPA generation – cell surface uPA generation inhibition | cell surface uPA generation assay, qHTS | Potency, µM (doses to about 38.3 µM), inactives show top-dose activity change, negative = inhibition, hits mostly inhibitors | 330,000 tested, 0.31% active; active = well fitted inhibition curve with a large enough effect; inconclusive = small, poorly fitted or top-dose-only effect; inactive = no such curve, though single readings can be large or run the other way; tested in mouse RAW 264.7 cells; also: % is scaled to controls: 0 for no effect and ±100 for the full control effect; nearly all actives have a fitted effect of over 55% in size
VP16 counter – Gal4-VP16 reporter inhibition counter-screen | Drosophila S2 Gal4-VP16 UAS-luciferase, luminescence, 20 h | Potency, µM (highest dose often 53.6 µM), for inactives: at the top dose activity, negative = inhibition, most hits filed as inhibitors | 310,000 tested, 3.5% active | AID 2546;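 also: Gal4-VP16 expression switched on by copper sulfate through the metallothionein promoter; % is scaled to controls: 0 for no effect and ±100 for the full control effect; nearly all actives have a fitted effect of over 50% in size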
Rab9 promoter act – Rab9 promoter activation; Huh7 Rab9 promoter-luciferase reporter, luminescence, 24 h; Potency, µM (titrated, usually from 9.22 µM), for inactives: top-dose activation, negative = inhibition, most hits filed as activators; 320,000 tested, 2.8% active; AID 485297; also: % of control where 0% means no effect; nearly all actives have a fitted effect of over 60% in size
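Luciferase signal after 10 min detection reagent at ambient indicates Rab9 promoter upregulation; stably transfected Huh7 cells were treated 24 h with compound in DMSO at 37 °C, 5% CO2.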
MBNL1-CUG inh – MBNL1-poly(CUG) RNA binding inhibition. Q9NR56. TR-FRET MBNL1-His/biotin-(CUG)12 binding, 665/545 ratio. Potency, µM (series often up to 57.5 µM), without a hit: top-dose activity change, negative = inhibition, usual class: inhibitors. 280,000 tested, 0.036% active. AID 2675; active = well fitted inhibition curve with a large enough effect in the signal ratio, with a control signal flat, not every such curve was filed as active; inconclusive = small, poorly fitted or top-dose-only effect, or effect the other way, or a change in a side signal; inactive = no such curve, though single readings can be large or run the other way; the % refers to the signal ratio; also: % is scaled to controls: 0 for no effect and ±100 for the full control effect
Target sequence (Q9NR56 whole entry, looked up): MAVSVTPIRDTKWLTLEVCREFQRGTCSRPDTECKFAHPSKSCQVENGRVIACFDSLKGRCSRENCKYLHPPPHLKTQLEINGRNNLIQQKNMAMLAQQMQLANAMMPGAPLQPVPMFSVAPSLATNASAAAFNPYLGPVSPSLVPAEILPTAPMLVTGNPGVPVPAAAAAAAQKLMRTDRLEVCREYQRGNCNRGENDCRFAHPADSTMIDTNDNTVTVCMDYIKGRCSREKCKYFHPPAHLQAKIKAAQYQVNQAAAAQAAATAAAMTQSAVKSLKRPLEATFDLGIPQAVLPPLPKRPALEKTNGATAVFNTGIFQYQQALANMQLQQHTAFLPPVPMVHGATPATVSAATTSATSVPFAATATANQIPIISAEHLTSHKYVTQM
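Compounds (final 92 nM to 58 uM) are added to His-tagged MBNL1 and biotin-(CUG)12, then terbium anti-His antibody and streptavidin-XL665 (5 nM final). After 60 min at room temperature, the 665/545 nm ratio is read.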
p53 reactivation – mutant p53 re-activation in reporter cells. H1299 p53-A138V BP100-luciferase reporter, luminescence, 24 h. 320,000 tested, 0.063% active. Potency, µM (series often up to 92.2 µM), inactives show at the highest dose activity change, positive = activation, most hits filed as activators. AID 504706; also: % of control where 0% means no effect; nearly all actives have a fitted effect of over 45% in size
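H1299 (p53-null), stable ts p53-A138V + BP100-Luc; 1000 cells/well, Opti-MEM/10% FBS; cpd 4 pt, 1:5; 24 h, 37 deg C, 5% CO2; detection reagent 10 min RT; luminescence.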
RORgamma inh – blocks mouse ROR gamma transcriptional activity; Drosophila S2 Gal4-RORgamma UAS-luciferase reporter, 20 h; Potency, µM (doses to about 53.6 µM), for the others: at the top dose activity change, negative = inhibition, hits mostly inhibitors; 310,000 tested, 5.4% active; AID 2551; also: % is scaled to controls: 0 for no effect and ±100 for the full control effect; nearly all actives have a fitted effect of over 60% in size
Target sequence (P51450 whole entry, looked up, the tested form may be a part): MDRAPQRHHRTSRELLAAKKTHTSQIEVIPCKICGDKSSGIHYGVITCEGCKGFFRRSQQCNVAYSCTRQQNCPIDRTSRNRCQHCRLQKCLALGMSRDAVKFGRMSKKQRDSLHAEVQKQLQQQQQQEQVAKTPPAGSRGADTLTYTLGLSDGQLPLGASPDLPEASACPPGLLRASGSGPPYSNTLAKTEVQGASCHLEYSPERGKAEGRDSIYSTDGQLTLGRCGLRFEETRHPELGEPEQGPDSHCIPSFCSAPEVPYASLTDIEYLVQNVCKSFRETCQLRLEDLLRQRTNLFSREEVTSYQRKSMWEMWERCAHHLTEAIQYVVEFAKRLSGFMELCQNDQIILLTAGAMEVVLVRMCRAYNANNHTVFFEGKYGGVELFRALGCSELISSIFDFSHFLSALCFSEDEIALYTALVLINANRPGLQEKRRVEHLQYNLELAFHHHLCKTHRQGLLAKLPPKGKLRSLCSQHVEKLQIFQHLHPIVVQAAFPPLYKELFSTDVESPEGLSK
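Schneider cells (Drosophila), stable Gal4 DBD–ROR gamma + UAS-luc; 1 hr cmpd preincubation; Cu2+ induction 700 uM final; 20 hr ambient; luminescence.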
ELG1 genotoxic – inducers of genotoxicity in HEK293T ELG1-luciferase cells | HEK293T ELG1-luciferase reporter, luminescence, 16 h | Potency, µM (titrated, usually from 46 µM), for inactives: at the highest dose activity change, positive = activation, actives largely listed as activators | 330,000 tested, 1.3% active; also: % of control where 0% means no effect; nearly all actives have a fitted effect of over 60% in size
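Reporter readout depends on ELG1 protein level, which increases with genetic stress. After 16 hr compound exposure at 37 °C, luciferase activity was quantified using ONE-Glo.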
NPC1 promoter act – activators of NPC1 promoter. Huh7 NPC1 promoter luciferase reporter, 24 h. Potency, µM (series often up to 9.22 µM), without a hit: at the top dose activation, actives largely listed as activators. 320,000 tested, 2.4% active. AID 485313;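 also: % of control where 0% means no effect; nearly all actives have a fitted effect of over 60% in size; reporter is driven by a mutant NPC1 promoter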
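Huh7 reporter cells (NPC1 promoter driving luciferase) are dosed with compound for 24 h at 37 °C, 5% CO2; luciferase detection reagent is then added and luminescence measured after 10 min at ambient temperature.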
BRCA1 expr act – increases BRCA1 expression | AID 624202 | MCF7-BRCA1-FFLuc reporter, luminescence, 48 h; response scale: scaled: vehicle 0%, 10 µM genistein 100% | 380,000 tested, 1.1% active | Potency, µM (titrated, usually from 46.1 µM), without a hit: at the highest dose activation, most hits filed as activators; also: nearly all actives have a fitted effect of over 80% in size; some results filed as inactive show a strong effect at the top dose
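Compounds are tested at multiple concentrations on MCF7 BRCA1-luciferase reporter cells seeded at 2000 per well; after 48 h, a single luminescence end-point is taken and curves fitted to the normalized data.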
An asterisk follows results filed as active; ? = inconclusive; / = no result given; & = joins results of further samples; [ ] = dose if it differs, or a comment. Unless noted, calls follow the shape of the dose curve; as a rule, active = well fitted curve in the direction sought with a large enough effect; inconclusive = small, poorly fitted or top-dose-only effect, or another doubt; inactive = no such curve, though single readings can be large; an effect the other way counts as inactive or inconclusive. Potency is read from the fitted curve at half-maximal effect.

SMILES | FLuc modulator | uPA generation | VP16 counter | Rab9 promoter act | MBNL1-CUG inh | p53 reactivation | RORgamma inh | ELG1 genotoxic | NPC1 promoter act | BRCA1 expr act
O=C(COc1ccc(N2CC(C(=O)O)CC2=O)cc1)Nc1cccc(C(F)(F)F)c1 (stereo not given) | 5%[2.3 µM] | 0% | -12% | -4% | 3% | 4% | 6% | -1% | -2% | 0%
CC1(C)COC(c2cccc(C3=NC(C)(C)CO3)n2)=N1 | 0% | 5% | -8% | 1% | -11% | -11% | -1% | 0% | -1% | 7%
COCc1cc(/C=N\NC(=O)COc2ccc(Cl)cc2)ccc1OC | 3% | -6% | -4% | 2% | 7% | 1% | -1% | -1% | -5% | -24%
COC(=O)CNC(=O)c1cc(OC)cc(OC)c1 | -2% | -2% | -1% | -1% | -1% | 3% | 3% | 0% | -5% | -12%
CCC1(c2ccc(F)cc2)NC(=O)N(CC(=O)N2c3ccccc3NC(=O)C2(C)C)C1=O (stereo not given) | 2% | 0% | / | -8% | / | -1% | / | 0% | -1% | -6%
Cc1c(Cc2ccccc2)c(=O)oc2c(C)c(OC(C)C(=O)NCC3CCC(C(=O)O)CC3)ccc12 (stereo not given) | 1% | 2% | -19% | 0% | 2% | / | 0% | 2% | -4% | 9%
Cn1ccnc1C(=O)c1cccc(Br)c1 | -18% | -1% | 28% | 10% | -6% | 15% | 18% | 11% | 0% | 64%
CCC(=O)N(Cc1ccco1)Cc1cc2cccc(C)c2n2nnnc12 | 0% | -8% | 0% | -1% | 10% | -1% | -6% | 0% | -2% | -2%
COc1ccc(C(=O)NNC(=O)c2ccncc2)cc1[N+](=O)[O-] | -2% | 2% | -4% | -2% | ? | -5% | 19% | 0% | -1% | -8%
NNC(=O)c1ccc(COc2ccc3c(c2)CCC3)cc1 | ? | -4% | -29% | ? | ? | ? | ? | -1% | ? | 16%
CCCCC1CCC(C(=O)NC2CCS(=O)(=O)C2)CC1 (stereo not given) | 3% | -6% | 14% | -4% | -2% | -16% | 13% | 1% | -8% | -25%
Cc1ccc(Cn2c(S(=O)(=O)O)nc3ccccc32)cc1 | -2% | -4% | -5% | -4% | -6% | -5% | -6% | -1% | 2% | -15%
COc1cccc(Nc2ccc(Nc3cccc(OC)c3)nn2)c1 | 19µM* | 0% | -26% | -7% | ? | 6% | 11µM* | -1% | -2% | -1%
CCN(CC)S(=O)(=O)c1ccc2oc(C(=O)NCC3COc4ccccc4O3)c(C)c2c1 (stereo not given) | -3% | -5% | -12% | -7% | 0% | -1% | 31% | -7% | -1% | -58%
Cc1c(C(=O)OC/C(O)=C(\C#N)c2nc3ccccc3[nH]2)oc2ccccc12 | -2% | -1% | ? | 1% | 7% | -6% | ? | 1% | 1% | -77%
O=C(NCCc1ccccc1)C1CCCN(c2cnccn2)C1 (stereo not given) | 0% | 8% | -21% | -1% | -4% | 2% | 21% | -5% | 11% | -15%
COCCCNC(=O)CCCn1c(=O)[nH]c2ccccc2c1=O | 3% | 1% | 1% | -1% | -4% | 1% | -20% | -3% | -1% | 7%
CNC(=O)C(NC(=O)CNC(=O)c1ccc(Cl)cc1)C(C)(C)C (stereo not given) | -1% | 6% | -3%[10 µM] | -1% | -3% | 12% | 1% | 2% | -8% | -8%
Cc1nnc(N2C(=O)c3oc4ccccc4c(=O)c3C2c2ccco2)s1 (stereo not given) | 0% | -6% | -17% | -4% | ? | 9% | ? | 0% | -3% | -16%
CCCn1c(SCC(=O)NC(=O)Nc2ccc(C)cc2C)n[nH]c1=O | 5% | 3% | -8% | -1% | 1% | -6% | -4% | -1% | -1% | -24%
CCOc1ccc(C(=O)Nc2cccc(-c3nc4cccnc4o3)c2)cc1Cl | ? | / | -9% | -5% | -2% | -5% | 7% | 3% | 3% | -97%[inhibitor]
CCC(C)c1ccc(NC(=S)Nc2ccc(OC)cc2)cc1 (stereo not given) | -11% | -2% | 5.6µM* | -4% | ? | ? | 7.1µM* | -1% | -4% | 10%
COc1ccc(OC)c2sc(N3CCN(C(=O)c4ccc([N+](=O)[O-])s4)CC3)nc12 | -5% | -6% | / | 14% | / | -3% | / | -13% | 10% | -63%
O=c1c2cc(NC(=S)NCCN3CCCCCC3)ccc2nc2n1CCCCC2 | -2% | -8% | 0% | -5% | -4% | 8% | 12% | -1% | 2% | -7%
CCCCCCCOc1ccc(C2CC(=O)N(C)C2=O)cc1 (stereo not given) | ? | 8% | -8% | -3% | -6% | -5% | 37% | 1% | -3% | -10%
Cc1ccc(S(=O)(=O)N(C)CC(=O)N2CCCC2)cc1 | 2% | 0% | 3% | -5% | -2% | 4% | 10% | 9% | -5% | -11%
CN(C1CCCC1)C1CCN(C(=O)CNC(=O)/C=C/c2ccc(F)cc2)CC1 | 0% | -8% | ? | 23% | / | 0% | 18% | -4% | 14% | -61%
CN1CCN(C(=O)/C(=C/c2ccc([N+](=O)[O-])cc2)NC(=O)c2ccccc2)CC1 | 1% | -1% | -3% | -4% | ? | 1% | -16% | -2% | 1% | -1%
COC(=O)[C@]1(C)N[C@H](c2ccc(-c3cccc(Cl)c3)cc2)[C@@H]2C(=O)N(C)C(=O)[C@@H]21 | / | -11% | / | / | / | 1% | / | 0% | / | 0%
O=C(CSc1nc(C(F)(F)F)cc(=O)[nH]1)N1CCC(Cc2ccccc2)CC1 | 3% | -5% | / | 1% | / | -7% | / | -6% | -4% | -7%
COc1cc(CN(C(=S)NCC(=O)NC2CC2)C2CCCC2)cc(OC)c1OC | 1% | -7% | -10% | -1% | -26% | -6% | -12% | 1% | -4% | 20%
O=C(NC(Cc1c[nH]c2ccccc12)C(=O)O)c1ccc(Br)cc1 (stereo not given) | ? | 0% | 8% | 1% | -14% | -2% | -5% | -3% | 3% | -1%
CCN(C(=O)COC(=O)CCNS(=O)(=O)c1ccccc1F)c1c(N)n(Cc2ccccc2)c(=O)[nH]c1=O | / | 1% | / | / | / | -6% | / | 0% | / | 1%
CCN(CC)C(=O)c1cccc(NC(=O)c2cc(C3CC3)nc3c2cnn3C(C)C)c1 | 4% | 21% | / | 0% | / | -16% | / | -8% | 1% | -13%
CCC(C)n1c(S(=O)(=O)O)nc2ccccc21 (stereo not given) | 0% | / | 2% | 9% | 0% | 8% | 3% | 1% | 3% | -11%
CCc1ccc(N(CC(=O)NC2CC2)S(=O)(=O)c2ccc(C)cc2)cc1 | -1% | -3% | 11% | 2% | 2% | -5% | -19% | 2% | 6% | 1%
COc1ccc(Cc2nnc(SCC(=O)Nc3ccc(N4CCOCC4)cc3)n2C)cc1 | ? | -6% | ? | 0% | -10% | 3% | -14% | -1% | 5% | -6%
COc1ccc(C2C3=C(CCCC3=O)N(CC(=O)O)C3=C2C(=O)CCC3)cc1 | 1% | 4% | 3% | 2% | 19% | 2% | -18% | -4% | -3% | 3%
COc1ccc(N2CCN(C(=S)Nc3cc(C)ccc3C)CC2)cc1 | 1% | 6% | -18% | 0% | 8% | 0% | 2µM* | -1% | -5% | -11%
COc1cccc(OC)c1C(=O)Nc1ccc(N2CCCCC2)cc1 | 1% | -1% | 11% | / | -4% | / | 19% | / | / | -4%
CC1=NN(c2ccccc2)C(=O)/C1=C/c1cc(C)n(C2CC2)c1C | 2.4µM* | 7% | -3% | 14% | 2% | -1% | 13% | 8% | 11% | -2%
CCN(C(=O)c1ccc(Br)cc1)c1ccccc1 | -10% | 3% | -5% | -5% | -4% | -4% | 1% | 0% | -3% | 8%
Cc1cc(C(=O)Nc2cc(S(C)(=O)=O)ccc2Cl)no1 | -2% | 5% | / | -2% | / | 6% | / | 2% | -5% | -16%
CS(=O)(=O)N(CC(=O)NCc1ccc(Cl)cc1)C1CCCCC1 | -2% | 8% | -9% | -6% | 2% | -11% | -21% | -1% | 0% | -1%
CCOc1ccccc1C(=O)Nc1cccc(-c2nnc(-c3ccccc3)o2)c1 | ? | 1% | -9% | 5% | -8% | -23% | 3% | 0% | -5% | 11%[1.84 µM]

Given in CSV form: two of the compounds above.
SMILES,FLuc modulator,uPA generation,VP16 counter,Rab9 promoter act,MBNL1-CUG inh,p53 reactivation,RORgamma inh,ELG1 genotoxic,NPC1 promoter act,BRCA1 expr act
CCc1ccc(N(CC(=O)NC2CC2)S(=O)(=O)c2ccc(C)cc2)cc1,-1%,-3%,11%,2%,2%,-5%,-19%,2%,6%,1%
COc1ccc(Cc2nnc(SCC(=O)Nc3ccc(N4CCOCC4)cc3)n2C)cc1,?,-6%,?,0%,-10%,3%,-14%,-1%,5%,-6%

(list continues)
SMILES | FLuc modulator | uPA generation | VP16 counter | Rab9 promoter act | MBNL1-CUG inh | p53 reactivation | RORgamma inh | ELG1 genotoxic | NPC1 promoter act | BRCA1 expr act
COc1ccc(OC)c(NC(=O)C2CCCN(S(=O)(=O)c3ccc(-n4cnnn4)cc3)C2)c1 (stereo not given) | -1% | 6% | -7% | -2% | 2% | -3% | 43% | -19% | -3% | ?
CCOC(=O)c1nnc(-c2ccccc2)nc1Oc1ccccc1Cl | 1% | -10% | 5µM* | -2% | 33%[activator] | 6% | 4.5µM* | 0% | -2% | -9%
CCOC(=O)c1c(S(=O)(=O)NCC(=O)N2CCN(c3ccccc3)CC2)c(C)n(C)c1C | 0%&-1% | 3% | 0% | 3% | -2% | -3% | 2% | -3% | 0% | 7%
Cc1cc(-c2n[nH]c(=S)n2/N=C/C(Br)=C/c2ccccc2)n[nH]1 | -6% | -12% | 11µM* | 9% | / | -20% | 13µM* | -9% | 9% | -98%[inhibitor]

High-throughput results deposited in PubChem by National Center for Advancing Translational Sciences (NCATS).

The order is random; about 13% have a hit in one of these screens.
